Screens: PubChem BioAssay, several laboratories
Neddyl block: inhibitors of cullin neddylation, primary screen, biochemical, TR-FRET, uHTS, NAE and Ubc12. NEDD8-conjugating enzyme Ubc12 (Homo sapiens) + NEDD8-activating enzyme E1 regulatory …. calls only at 25 µM. 360,000 tested, 0.58% active. AID 651699, 2012; in the data active = inhibition above about 36%
MsrA act: bovine MsrA enzyme activators, primary screen, biochemical, absorbance, HTS | purified bovine MsrA, absorbance read-out | activation, % at 10.6 µM | 360,000 tested, 0.3% active; in the data active = activation above about 7.5%;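 also: 0% = vehicle and 100% = reference activator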
Rin1 Abl inh: inhibitors of Rin1-Abl protein binding, primary screen, biochemical, TR-FRET | inhibition, % at 7.35 µM | 360,000 tested, 0.4% active | AID 588664, 2011; in the data active = inhibition above about 5%, passing the limit was not always enough
PABP1 MLLE inh: inhibitors of PABP1 MLLE–PAM2 peptide binding, primary screen, biochemical, fluorescence polarization, FITC-PAM2, GST-MLLE. inhibition, % at 20 µM. 360,000 tested, 0.36% active. AID 588489, 2011; in the data active = inhibition above about 35%, passing the limit was not always enough;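 also: plate controls were DMSO wells with GST-MLLE for no effect and wells lacking GST-MLLE protein for full effect; some results filed as inactive read as strong as hits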
Target sequence (P11940 whole entry, looked up): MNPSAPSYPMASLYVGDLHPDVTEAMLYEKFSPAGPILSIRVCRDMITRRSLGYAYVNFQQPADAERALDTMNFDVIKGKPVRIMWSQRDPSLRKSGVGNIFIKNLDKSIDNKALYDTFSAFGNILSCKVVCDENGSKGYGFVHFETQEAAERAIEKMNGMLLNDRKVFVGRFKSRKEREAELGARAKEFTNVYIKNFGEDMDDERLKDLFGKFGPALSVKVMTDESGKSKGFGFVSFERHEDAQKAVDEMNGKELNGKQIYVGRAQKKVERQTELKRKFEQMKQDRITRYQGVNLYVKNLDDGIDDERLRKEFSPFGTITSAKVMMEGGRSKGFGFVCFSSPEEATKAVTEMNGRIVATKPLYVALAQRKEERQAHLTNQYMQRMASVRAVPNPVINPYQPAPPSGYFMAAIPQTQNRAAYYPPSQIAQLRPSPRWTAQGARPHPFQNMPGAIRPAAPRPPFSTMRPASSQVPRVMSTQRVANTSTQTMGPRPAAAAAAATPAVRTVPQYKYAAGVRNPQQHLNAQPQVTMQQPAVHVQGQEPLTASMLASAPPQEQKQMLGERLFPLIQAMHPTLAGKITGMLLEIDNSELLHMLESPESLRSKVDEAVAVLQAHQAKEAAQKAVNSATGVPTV
FAS-TE inh: FAS thioesterase domain inhibitors, primary screen, biochemical, fluorescence intensity, uHTS | recombinant FAS-TE, OMFH fluorogenic substrate, fluorescence endpoint | inhibition, % at 15 µM | 360,000 tested, 0.67% active;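 active = compounds whose normalised, plate-corrected inhibition of enzyme fluorescence in the single-dose primary screen is 50% or more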;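 also: 0% = DMSO with enzyme and 100% = substrate without enzyme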
CendR NRP1 mod: modulators of CendR peptide binding to NRP-1, primary screen, biochemical, fluorescence polarization, uHTS; Neuropilin-1 (Homo sapiens), O14786; FAM-RPARPAR peptide binding to NRP-1; inhibition, % at 25 µM; 360,000 tested, 0.85% active; AID 602438, 2012;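 active = inhibition or corrected inhibition above about 18%, plus a signal ratio from 0.5 to 1.5, limit read from the data, passing the limit was not always enough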; also: strong numbers were not always called active
E coli Lon inh: inhibitors of E. coli Lon protease, primary screen, biochemical, fluorescence polarization; P0A9M0; purified E. coli Lon protease; inhibition, % at 7.94 µM; 360,000 tested, 0.42% active; in the data active = inhibition above about 13%, passing the limit was not always enough;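 also: 0% = enzyme with probe and DMSO and 100% = no enzyme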
MT1-MMP act inh: blockers of MT1-MMP proenzyme processing, primary screen, HT1080 RFP-PRO-GFP cells, GFP/RFP fluorescence | Matrix metalloproteinase-14 (Homo sapiens), P50281 | GFP/RFP ratio fluorescence, overnight; percent of plate control window, DMSO zero | GFP/RFP ratio change, % at 20 µM | 360,000 tested, 0.061% active;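 active = GFP/RFP ratio change of at least 30% with cell ATP level not reduced by more than half and red fluorescence within 50% of control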; also: strong numbers were not always called active
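Assay system: HT1080 cells carrying an RFP-PRO-GFP reporter | Dosing: Single dose of 20 µM compound, 1% DMSO final | Incubation: Cells overnight before dosing, compound overnight, 37 °C, 5% CO2 | Evaluation: GFP/RFP fluorescence ratio | Control set: DMSO and RFP-L50D-GFP cell wells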
SKN-1 block: suppressors of acrylamide-induced Pgst-4::GFP reporter in worms, primary screen, SKN-1 inhibitor project, whole organism, uHTS, GFP/RFP fluorescence ratio, strain VP596. inhibition, % at 21.8 µM. 360,000 tested, 0.49% active. C. elegans VP596 Pgst-4::GFP/RFP ratio, 24 h;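 active = interference check ratio from 0.5 to 1.5 plus GFP to RFP signal ratio inhibition reaching or exceeding a fixed threshold, cut at about 30% in these data, passing the limit was not always enough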; also: some compounds called inactive have numbers as strong as hits
* marks the source's active call; other numbers are inactive results; i = inactive; . = not tested or not shown; + = active, no number.

SMILES	Neddyl block	MsrA act	Rin1 Abl inh	PABP1 MLLE inh	FAS-TE inh	CendR NRP1 mod	E coli Lon inh	MT1-MMP act inh	SKN-1 block
O=C(CCNC(=O)N1CC(=O)Nc2ccccc21)NCCc1cccc(F)c1	i	-1	1	-4	-4	-2	6	0	12
C/C(=N/NS(=O)(=O)c1cccc([N+](=O)[O-])c1)c1ccncc1	i	-3	1	-5	-4	11	-3	0	-10
O=C1NC(=S)SC1=C1CCCC1	i	-4	-2	12	-7	-71	-6	-5	-11
CS(=O)(=O)Nc1cccc(NC(=O)C2Cc3c(-c4ccccc4)ccnc3O2)c1 (centres undefined)	i	-1	-4	6	1	-10	2	-9	-2
CC(OC(=O)c1ccc(S(=O)(=O)N(C)c2ccccc2)cc1)C(=O)NCCC1=CCCCC1 (centres undefined)	i	-7	-2	-10	17	14	5	-2	-9
CCn1cc(/C=C(\NC(=O)c2ccccc2Cl)C(=O)N2CCN(C)CC2)c2ccccc21	i	1	-4	-21	-9	11	-10	-7	15
CC(=O)N1CCc2cc(S(=O)(=O)NCC(=O)NCc3ccccc3Cl)ccc21	i	-2	1	24	-4	-2	-5	1	15
COc1ccc(C2CC(c3ccccc3)=NN2C(=O)COC(=O)c2cccc(S(=O)(=O)N3CCOCC3)c2)cc1 (centres undefined)	i	-5	-2	-8	70*	-12	-3	3	-7
COc1cccc(NC(=O)c2ccc3nsnc3c2)c1	i	-3	3	9	-3	-2	-7	-1	-11
COc1ccc(OCC(=O)Nc2cccc(NC(=O)c3ccco3)c2)cc1	i	-4	1	18	-2	12	0	3	-6
O=C(CSc1nnc(-c2cccs2)n1-c1cccc(Cl)c1)c1cccc2c1OCCO2	i	-2	-1	-87	19	6	-3	-7	9
COC(=O)c1ccc(COc2ccc(/C=N/NC(=O)C(=O)Nc3ccc(OC)cc3)cc2OC)o1	i	-3	-1	-17	5	-18	-7	-5	-6
Nc1nccc(-c2ccc(-n3cnc4ccccc43)cc2)n1	i	0	-8	5	-7	5	-5	-13	22
COc1ccc(NC(=O)C(C)N(C)Cc2ccc3ccccc3c2)cc1 (centres undefined)	i	-3	3	-34	18	5	11	-1	3
NNc1nc(-c2ccccc2)c2ccccc2n1	i	7	-2	-8	-4	-5	-10	1	5
Cc1cccc(/C=C(\C(=O)C(=O)O)c2ccc3ccccc3n2)c1	.	-1	1	-25	-6	-5	2	-4	8
CC1CCCN(CCCNC(=O)c2cc3c(Cl)nc4ccccc4c3s2)C1 (centres undefined)	i	-2	1	1	-4	-18	-4	4	0
Nc1ncnc2c1CN(Cc1ccccc1)CC2	i	0	-1	7	-4	14	-6	-3	-7
COc1ccc(C(=S)N2CCCC2)cc1C	i	-5	-3	10	-5	2	-7	11	5
O=C(CCN1C(=O)C2C3C=CC(C3)C2C1=O)NCc1cccnc1 (centres undefined)	i	-4	-2	-4	-2	-5	6	8	15
CCCCn1c(N)c(N(CCOC)C(=O)CSc2n[nH]c(-c3ccc(OC)cc3)n2)c(=O)[nH]c1=O	i	-8	1	-4	-3	10	4	1	-10
CCN(CC(=O)NC(=O)NCc1ccccc1)Cc1ccccc1	i	-3	4	-5	3	3	-1	-2	3
Cc1ccc(C(=O)NCC(=O)N2CCCCCCC2)cc1C	i	-1	-2	18	-2	-1	13	1	-7
Cc1onc(-c2ccccc2)c1C(=O)NCCc1ccc(Cl)cc1	i	2	-3	-9	5	19	5	-2	-3
CN(C)c1ccc(C(O)c2cc3ccccc3s2)cc1 (centres undefined)	i	3	2	-2	8	-1	-2	-3	-6
CC(Sc1nnc(Cc2ccccc2)o1)C(=O)Nc1ccccc1[N+](=O)[O-] (centres undefined)	i	-3	-3	12	-1	-1	0	-6	13
O=C1C2C(C(=O)N1c1nccs1)C1C=CC2C12CC2 (centres undefined)	i	-10	1	-4	-8	0	-10	1	-7
COc1cc(CC(=O)Nc2ccccc2N2CCCCC2)cc(OC)c1OC	i	-6	0	5	-1	12	-3	2	-5
CC1CCCC(NCC(=O)Nc2ccc(C(N)=O)cc2)C1C (centres undefined)	i	-8	1	-1	-3	0	11	-1	-2
COc1ccc(OCCNS(=O)(=O)c2cccc([N+](=O)[O-])c2)cc1	i	6	-1	0	10	2	-3	0	-9
COC(=O)c1ccc(-n2cc(-c3ccc(OC)cc3)[nH]c2=S)cc1	i	-5	1	-26	-6	-110	-39	-3	4
Cc1ccc(S(=O)(=O)N2CCC(=O)N(C(COCc3cccc(C(F)(F)F)c3)Cc3ccccc3)CC2)cc1 (centres undefined)	i	1	3	-4	31	10	-7	-7	2
CC(C)c1ccc(CCNC(=O)CCNS(=O)(=O)c2ccc(Br)cc2)cc1	i	-1	-1	-5	-2	1	-5	2	10
O=C(NCCN1CCOCC1)c1cc([N+](=O)[O-])cc([N+](=O)[O-])c1	i	1	-2	3	-3	0	1	3	17
C=CCSc1nc2c(c(C3CC=CCC3)c1C#N)CCC2 (centres undefined)	i	0	-10	14	24	4	4	3	20
Cc1cccc(-n2ccnc2SCC(=O)Nc2nccs2)c1C	i	-2	-2	-2	0	-2	5	2	12
COc1ccc(C(=O)CC(c2ccccc2)C2C(=O)CCCC2=O)cc1 (centres undefined)	i	0	1	9	-8	-16	-8	-2	14
Cc1ccc(/C=N/NC(=O)c2cc3c(ccc4ccccc43)o2)o1	.	-8	3	-1	-1	7	-5	-3	-4
CNC(=O)C1CCN(S(=O)(=O)c2c(C)noc2/C=C/c2cccc(C)c2)CC1	i	-2	-3	1	-1	-2	2	2	11
Cn1cccc1C(=O)NC(=O)COC(=O)c1ccccc1Sc1ccccc1C#N	i	0	-4	10	18	-11	-1	-2	18
O=C(NC1=CC(=O)c2ccccc2C1=O)c1ccccc1	i	18*	4	33	1	11	14	-112	15
CN(CC(=O)Nc1ccc(F)cc1)S(=O)(=O)c1ccc2c(c1)c(=O)n(C)c(=O)n2C	i	0	-5	-1	-1	-7	5	5	5
O=C(CSc1nc2c(sc3ccccc32)c(=O)n1CCO)NCC1CCCO1 (centres undefined)	i	-3	0	21	-2	10	0	2	31
CCCNC(=O)NC(=O)CSc1nc2ccccc2n1CC(C)C	i	-1	4	-9	3	1	-11	-4	5
CCS(=O)(=O)c1ccc2oc(SCC(=O)NCCc3ccccc3)nc2c1	i	-7	-1	-3	5	4	5	1	-14
COc1ccc(-n2cnc3cc(C(=O)NCCN4CCOCC4)ccc32)cc1	i	-4	4	10	-8	-11	-2	-2	1
c1ccc(CSc2ccc3nnc(-c4cccnc4)n3n2)cc1	i	-3	-6	13	3	-3	7	1	1
O=C(O)CCSc1nnnn1-c1ccccc1	i	-4	2	-18	-4	12	-3	-2	-2

By substructure, the entries above containing a cyano group.
SMILES	Neddyl block	MsrA act	Rin1 Abl inh	PABP1 MLLE inh	FAS-TE inh	CendR NRP1 mod	E coli Lon inh	MT1-MMP act inh	SKN-1 block
C=CCSc1nc2c(c(C3CC=CCC3)c1C#N)CCC2 (centres undefined)	i	0	-10	14	24	4	4	3	20
Cn1cccc1C(=O)NC(=O)COC(=O)c1ccccc1Sc1ccccc1C#N	i	0	-4	10	18	-11	-1	-2	18

Compounds listed so far that have a thiophene ring, fused or not, in the order listed:
SMILES	Neddyl block	MsrA act	Rin1 Abl inh	PABP1 MLLE inh	FAS-TE inh	CendR NRP1 mod	E coli Lon inh	MT1-MMP act inh	SKN-1 block
O=C(CSc1nnc(-c2cccs2)n1-c1cccc(Cl)c1)c1cccc2c1OCCO2	i	-2	-1	-87	19	6	-3	-7	9
CC1CCCN(CCCNC(=O)c2cc3c(Cl)nc4ccccc4c3s2)C1 (centres undefined)	i	-2	1	1	-4	-18	-4	4	0
CN(C)c1ccc(C(O)c2cc3ccccc3s2)cc1 (centres undefined)	i	3	2	-2	8	-1	-2	-3	-6
O=C(CSc1nc2c(sc3ccccc32)c(=O)n1CCO)NCC1CCCO1 (centres undefined)	i	-3	0	21	-2	10	0	2	31

The listing continues:
SMILES	Neddyl block	MsrA act	Rin1 Abl inh	PABP1 MLLE inh	FAS-TE inh	CendR NRP1 mod	E coli Lon inh	MT1-MMP act inh	SKN-1 block
CN(c1cccc(NC(=O)Nc2ccc(Cl)cc2)c1)S(C)(=O)=O	i	-6	0	4	3	5	0	12	-3
Cn1c(N)c(C(=O)COC(=O)/C=C/c2ccccc2)c(=O)n(C)c1=O	i	1	-1	10	3	12	-11	3	-4
CC1=C(C(=O)Nc2ccc(C)cc2C)C(c2cccc(Cl)c2)n2nc(C(=O)OC(C)C)nc2N1 (centres undefined)	i	-4	1	1	-9	15	12	1	7
Nc1nonc1-c1noc(-c2ccc(Br)o2)n1	i	-4	-5	4	-5	3	-1	2	35
O=S(=O)(c1ccc(OCC(O)CN2CCCC2)cc1)N1CCOCC1 (centres undefined)	i	0	5	-2	-7	-5	1	4	-6
CCOC(=O)C1CC(=NO)c2ccc(OC)c(OC)c2C1 (centres undefined)	+	-1	-4	-4	-8	-12	-13	-3	8
COc1ccc(OCC(=O)Nc2cccc(NC(=O)COc3ccc(OC)cc3)n2)cc1	i	-12	-3	-3	2	-11	0	0	8
Cc1cc(=O)[nH]c(SCC(=O)c2ccc(C)c(C)c2)n1	i	-1	-2	8	-5	7	-3	-2	-9
O=C(O)c1cccc(-n2nnnc2SCc2ccccn2)c1	i	-1	-3	5	-12	11	3	5	2
O=C(Nc1ccc(C(F)(F)F)cc1)c1ccccc1Br	i	-3	-1	-4	14	-9	-5	2	2
CCOC(=O)c1ccc2c(c1)nc(SCC(=O)c1ccco1)n2CC	i	-2	-2	-113	5	4	-6	-10	9
O=[N+]([O-])c1ccc(N2CCNCC2)c(S(=O)(=O)N2CCOCC2)c1	i	-2	-2	-13	-13	3	5	-5	4
O=C(NCCNC(=O)c1cc(Cl)ccc1Cl)c1ccccn1	i	-1	1	-10	-6	-6	-7	1	-7
CC1=Nn2c(nnc2-c2ccc(F)cc2)SC1	i	1	0	-29	-8	0	-14	3	-9
O=C(CN(c1cccc([N+](=O)[O-])c1)S(=O)(=O)c1ccccc1)NCc1ccccc1	i	-3	-3	9	24	-4	1	7	3
CN1CCN(/N=C/c2ccc(-c3ccc([N+](=O)[O-])cc3Cl)o2)CC1	i	-5	-11	-51	13	-72	-29	-52	0
C=CCOc1c(Cl)cc(CNCCCN2CCOCC2)cc1OC	i	-2	-2	-2	-3	-12	0	7	-8
CN(C)c1cccc(C(=O)Nc2nc3ccccc3[nH]2)c1	.	-3	0	-8	-6	-5	-2	9	17
Cc1ccc(C(=O)Oc2coc(CSc3nnc(NC(=O)c4cccs4)s3)cc2=O)cc1C	i	-3	-1	-8	-7	-8	-6	2	7
CCc1cccc(CC)c1N1C(=O)CC(Sc2ccccc2N)C1=O (centres undefined)	i	-3	1	16	-6	-8	3	0	4
C[C@@H]1CC2OC(=O)[C@@]3(C)C(=O)CC[C@@](C)(C23)[C@@]1(O)CCc1ccoc1 (some centres undefined)	i	-4	0	-14	-5	-2	-9	-1	3
CC(C)CN1C2CCCC1CC(NC(=O)c1ccc([N+](=O)[O-])cc1)C2 (centres undefined)	i	-1	-3	7	-2	-8	-6	1	0
O=C(O)CCC(=O)NCCc1cccc(Cl)c1	i	-4	0	-7	-4	-8	-7	2	-2
Cc1ccc2nc(NC(=O)COC(=O)c3ccncc3)sc2c1	i	-1	-1	-7	0	-16	9	1	9

Rows were taken by chance. Share with any hit: about 4%.
